Screens deposited in PubChem BioAssay by Sanford-Burnham Center for Chemical Genomics.
Jurkat NFkB inh = inhibitors of induced NF-kB luciferase reporter, primary screen, TCR NF-kB activation inhibitor project, cell-based, luminescence, uHTS | Jurkat, PMA/ionomycin-induced NF-kB luciferase reporter | 0.53% of 330,000 active | inhibition, % at 4 µM | AID 435003, 2010; in the data active = inhibition above about 50%
EBI2 block = EBI2 receptor antagonists, beta-arrestin recruitment, primary screen, cell-based, luminescence, 7a,25-OHC stimulation, uHTS; G-protein coupled receptor 183 (Homo sapiens), P32249; 0.81% of 360,000 active; AID 651636, 2012; inhibition, % at 5 µM; 7a,25-OHC stimulated; in the data active = inhibition above about 38%;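 note: enzyme fragment complementation signal reports receptor beta-arrestin coupling in cells; 0% = agonist plus DMSO wells and 100% = wells without agonist; some results beyond the cut were filed as inactive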
Target sequence (P32249 whole entry, looked up, the tested form may be a part): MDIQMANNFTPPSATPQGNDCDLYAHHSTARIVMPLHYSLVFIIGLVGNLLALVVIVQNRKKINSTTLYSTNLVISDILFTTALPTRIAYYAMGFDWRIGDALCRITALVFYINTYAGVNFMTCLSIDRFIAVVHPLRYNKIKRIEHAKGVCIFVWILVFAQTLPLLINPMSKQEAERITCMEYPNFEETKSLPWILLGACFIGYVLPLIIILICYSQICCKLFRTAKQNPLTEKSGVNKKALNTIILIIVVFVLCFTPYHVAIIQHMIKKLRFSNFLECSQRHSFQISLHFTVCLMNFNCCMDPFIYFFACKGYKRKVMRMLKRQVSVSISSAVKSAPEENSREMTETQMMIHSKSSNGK
CCR6 antagonist = CCR6 receptor antagonists, primary screen, cell-based, CHO-K1, luminescence, beta-arrestin, uHTS; C-C chemokine receptor type 6 (Homo sapiens), P51684; CHO-K1 CCR6 PathHunter beta-arrestin, CCL20-stimulated; AID 493098, 2011; inhibition, % at 20 µM; 0.49% of 340,000 active;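 active = compounds whose inhibition of the agonist-driven luminescence signal at 20 µM reaches about 50%, limit read from the data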;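 note: cells stimulated with CCL20 at 14 nM final; plate controls were DMSO with CCL20 for no effect and DMSO without agonist for full effect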
697 NFkB inh = inhibitors of PMA/ionomycin-induced NF-kB reporter, 697 cells, primary screen, B-cell NF-kB inhibitor project, cell-based, luminescence, uHTS; 697 B-cell NF-kB luciferase reporter, 16 h; inhibition, % at 4 µM; 0.33% of 330,000 active; in the data active = inhibition above about 35%
UBC13 inh = UBC13 polyubiquitin chain formation inhibitors, primary screen, biochemical, TR-FRET, uHTS; Ubiquitin-conjugating enzyme E2 N (Homo sapiens), P61088; inhibition, % at 20 µM; 0.47% of 330,000 active; AID 485273, 2010; in the data active = inhibition above about 45%, passing the limit was not always enough; inconclusive = no clear call, values can overlap the other calls
Target sequence (P61088 whole entry, looked up): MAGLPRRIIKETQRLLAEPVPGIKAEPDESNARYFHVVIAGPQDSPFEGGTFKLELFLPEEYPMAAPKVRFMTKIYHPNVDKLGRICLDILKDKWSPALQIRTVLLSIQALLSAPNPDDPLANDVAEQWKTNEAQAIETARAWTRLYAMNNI
APJ antag = antagonists of human apelin receptor APJ, primary screen, CHO-K1 cells, beta-arrestin complementation, luminescence | P35414 | inhibition, % at 20 µM | 0.32% of 330,000 active | AID 2521, 2010;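 active = inhibition above about 40% at 20 µM, limit read from the data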;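 note: cells challenged with 10 nM apelin-13 agonist together with compound; plate controls were apelin-13 plus DMSO wells for no effect and DMSO wells lacking apelin-13 for full effect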
CXCR6 inh = CXCR6 receptor inhibitors, primary screen, cell-based, beta-arrestin, luminescence, CHO-K1 PathHunter, 1536-well | C-X-C chemokine receptor type 6 (Homo sapiens), O00574 | inhibition, % at 20 µM | 0.36% of 360,000 active | AID 602244, 2012; in the data active = inhibition above about 34%, passing the limit was not always enough;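 note: antagonist mode with CXCL16 agonist at 10 nM final; 0% = 10 nM CXCL16 with DMSO and 100% = unstimulated wells without agonist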
Target sequence (O00574 whole entry, looked up): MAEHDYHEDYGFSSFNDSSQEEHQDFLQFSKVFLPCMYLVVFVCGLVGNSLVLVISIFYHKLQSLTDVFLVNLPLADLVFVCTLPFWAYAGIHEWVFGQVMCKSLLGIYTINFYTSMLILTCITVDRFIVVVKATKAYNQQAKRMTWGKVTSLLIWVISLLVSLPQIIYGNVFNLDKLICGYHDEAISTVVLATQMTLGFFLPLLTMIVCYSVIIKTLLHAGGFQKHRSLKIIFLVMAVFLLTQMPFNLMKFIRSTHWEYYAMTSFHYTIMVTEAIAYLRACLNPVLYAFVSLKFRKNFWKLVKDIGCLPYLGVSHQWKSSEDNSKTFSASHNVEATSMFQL
Gli-Sufu block = Gli-Sufu pathway antagonists, primary screen, luciferase luminescence, Sufu-KO-LIGHT cells, uHTS. inhibition, % at 5 µM. AID 588413, 2011. Sufu-KO-LIGHT fibroblasts, Gli luciferase reporter luminescence. 0.74% of 340,000 active;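 active = inhibition above about 55%, limit read from the data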;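 note: 0% = DMSO-treated cells and 100% = wells with medium but no cells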
* hit, by the source's call.

What do the screens show for `CCCOc1ncnc2c1[nH]c1ccc(OC)cc12`?
Jurkat NFkB inh: -72; EBI2 block: -5; CCR6 antagonist: 6; 697 NFkB inh: -148; UBC13 inh: 11; APJ antag: 6; CXCR6 inh: -18; Gli-Sufu block: -75

How did Cc1cc(C)cc(NC(=O)c2ccc(S(=O)(=O)NCc3cccnc3)cc2)c1 do in these assays?
Jurkat NFkB inh: -1; EBI2 block: -1; CCR6 antagonist: 15; 697 NFkB inh: 7; UBC13 inh: -1; APJ antag: -24; CXCR6 inh: 2; Gli-Sufu block: 1

What do the screens show for `CCNC(=O)COC(=O)/C=C/c1ccccc1[N+](=O)[O-]`?
Jurkat NFkB inh: 8; EBI2 block: -3; CCR6 antagonist: 3; 697 NFkB inh: 6; UBC13 inh: 3; APJ antag: 10; CXCR6 inh: -2; Gli-Sufu block: -1

Results for Cc1c(CCC(=O)O)c(=O)oc2cc(OCc3ccccc3Br)ccc12 ?
Jurkat NFkB inh: -6; EBI2 block: -4; CCR6 antagonist: 5; 697 NFkB inh: 12; UBC13 inh: 1; APJ antag: 18; CXCR6 inh: 2; Gli-Sufu block: 5

Results for CSc1ccccc1NC(=O)CN(C)Cc1ccc(Br)cc1 ?
Jurkat NFkB inh: 6; EBI2 block: 6; CCR6 antagonist: 10; 697 NFkB inh: -26; UBC13 inh: 12; APJ antag: 1; CXCR6 inh: 7; Gli-Sufu block: 2

Results for O=Cc1c[nH]c2cccc(OCc3ccccc3)c12 ?
Jurkat NFkB inh: -20; EBI2 block: 1; CCR6 antagonist: -2; 697 NFkB inh: -21; UBC13 inh: 8; APJ antag: 14; CXCR6 inh: -4; Gli-Sufu block: -35

What do the screens show for `CC(C)(C)c1nn(-c2ccccc2)c2[nH]c(=O)c(CNc3ccc4c(c3)OCCO4)cc12`?
Jurkat NFkB inh: -2; EBI2 block: 19; CCR6 antagonist: 19; 697 NFkB inh: -50; UBC13 inh: -5; APJ antag: 0; CXCR6 inh: 19; Gli-Sufu block: 15

Results for O=C(/C=C/c1ccccc1)NC1CC2CCC1C2 (centres undefined) ?
Jurkat NFkB inh: -39; EBI2 block: 27; CCR6 antagonist: 14; 697 NFkB inh: -54; UBC13 inh: -9; APJ antag: -2; CXCR6 inh: -3; Gli-Sufu block: -41

What do the screens show for `Cc1cccc(NC(=O)C2CCN(S(C)(=O)=O)CC2)c1C`?
Jurkat NFkB inh: 9; EBI2 block: -3; CCR6 antagonist: -5; 697 NFkB inh: -2; UBC13 inh: 0; APJ antag: 3; CXCR6 inh: -6; Gli-Sufu block: 5

How did Cn1c(N)c(C(=O)COC(=O)c2ccc3c(c2)OCCO3)c(=O)n(C)c1=O do in these assays?
Jurkat NFkB inh: -7; EBI2 block: 6; CCR6 antagonist: 11; 697 NFkB inh: 7; UBC13 inh: 7; APJ antag: 8; CXCR6 inh: 6; Gli-Sufu block: 4

Results for COc1ccc(CC(=O)Nc2ccc3nc(C)sc3c2)cc1OC ?
Jurkat NFkB inh: -11; EBI2 block: -5; CCR6 antagonist: -6; 697 NFkB inh: -3; UBC13 inh: inconclusive; APJ antag: -10; CXCR6 inh: -2

What do the screens show for `COc1ccc(NC(=O)Nc2cccs2)cc1Cl`?
Jurkat NFkB inh: -41; EBI2 block: 1; CCR6 antagonist: 2; 697 NFkB inh: -8; UBC13 inh: 11; APJ antag: 5; CXCR6 inh: 3; Gli-Sufu block: -38

Results for CCC(=O)Oc1ccc(C(=O)Nc2ccc3c(c2)C(=O)N(C2CCCCC2)C3=O)cc1 ?
Jurkat NFkB inh: -20; EBI2 block: 19; CCR6 antagonist: 11; 697 NFkB inh: -36; UBC13 inh: 11; APJ antag: 3; CXCR6 inh: 0; Gli-Sufu block: 7

What do the screens show for `COc1ccc(CC(=O)Nc2ccc(C(=O)Nc3nccs3)cc2)cc1OC`?
EBI2 block: 7; CCR6 antagonist: 3; CXCR6 inh: 6; Gli-Sufu block: -1

What do the screens show for `CCc1nnc2n1N=C(c1ccc([N+](=O)[O-])cc1)CS2`?
Jurkat NFkB inh: -2; EBI2 block: 13; CCR6 antagonist: -10; 697 NFkB inh: 16; UBC13 inh: -3; APJ antag: -9; CXCR6 inh: -16; Gli-Sufu block: 6

What do the screens show for `Cc1ccn(-c2cc(O)c(-n3ccc(C)n3)cc2O)n1`?
Jurkat NFkB inh: -6; EBI2 block: -16; CCR6 antagonist: 5; 697 NFkB inh: -58; UBC13 inh: 7; APJ antag: -16; CXCR6 inh: -4; Gli-Sufu block: 6

How did COc1ccc(CC2(CO)COc3ccccc3C2=O)cc1 (centres undefined) do in these assays?
Jurkat NFkB inh: 34; EBI2 block: 0; CCR6 antagonist: 11; 697 NFkB inh: -11; UBC13 inh: -4; APJ antag: -25; CXCR6 inh: 7; Gli-Sufu block: -7

What do the screens show for `CC(Oc1ccccc1F)C(=O)/C=C/N(C)C` (centres undefined)?
Jurkat NFkB inh: -3; EBI2 block: 2; CCR6 antagonist: -4; 697 NFkB inh: 17; UBC13 inh: -12; APJ antag: -8; CXCR6 inh: -1; Gli-Sufu block: 3

What do the screens show for `CCCCN(CC)CCCNC(=O)Cn1nc(Cc2cccnc2)c2ccccc2c1=O`?
Jurkat NFkB inh: -7; EBI2 block: 4; CCR6 antagonist: 5; 697 NFkB inh: -15; UBC13 inh: -2; APJ antag: -18; CXCR6 inh: -4; Gli-Sufu block: 1

How did CCC(OC(=O)CN1C(=O)C(=O)c2ccccc21)C(=O)Nc1ccccc1OC (centres undefined) do in these assays?
Jurkat NFkB inh: -2; EBI2 block: 7; CCR6 antagonist: 17; 697 NFkB inh: 8; UBC13 inh: 2; APJ antag: 6; CXCR6 inh: 6; Gli-Sufu block: -21

What do the screens show for `c1ccc2c(c1)N1CCCN=C1N2CCN1CCCCC1`?
Jurkat NFkB inh: -3; EBI2 block: -6; CCR6 antagonist: 13; 697 NFkB inh: 7; UBC13 inh: 8; APJ antag: 11; CXCR6 inh: -2; Gli-Sufu block: 29

What do the screens show for `O=S(=O)(O)c1nc2ccccc2n1Cc1ccc(Cl)cc1`?
Jurkat NFkB inh: 3; EBI2 block: -21; CCR6 antagonist: 8; 697 NFkB inh: 9; UBC13 inh: -1; APJ antag: 5; CXCR6 inh: -2; Gli-Sufu block: -30

How did CCOc1ccc(NC(=O)CN2CCCC2c2cccs2)cc1S(=O)(=O)N1CCCC1 (centres undefined) do in these assays?
Jurkat NFkB inh: 14; EBI2 block: 1; CCR6 antagonist: 14; 697 NFkB inh: 19; UBC13 inh: 5; APJ antag: -1; CXCR6 inh: 2; Gli-Sufu block: 5

What do the screens show for `CCOc1ccccc1OCC(=O)Nc1ccc(Cl)cc1Cl`?
Jurkat NFkB inh: 1; EBI2 block: -6; CCR6 antagonist: -1; 697 NFkB inh: 10; UBC13 inh: -2; APJ antag: 16; CXCR6 inh: -6; Gli-Sufu block: -12

How did Cc1cc(CN(C)C(=O)c2cc(COc3ccc4ncccc4c3)on2)on1 do in these assays?
Jurkat NFkB inh: 37; EBI2 block: -4; CCR6 antagonist: 7; 697 NFkB inh: -41; UBC13 inh: -3; APJ antag: -19; CXCR6 inh: -4; Gli-Sufu block: 33

How did CCC(=O)Nc1ccc(NC(=O)CSc2nnnn2C(C)C)cc1 do in these assays?
Jurkat NFkB inh: -6; EBI2 block: -3; CCR6 antagonist: -3; 697 NFkB inh: 22; UBC13 inh: 4; APJ antag: 20; CXCR6 inh: -5; Gli-Sufu block: 6

Results for Cc1ccc(OCc2nnc(SCC(N)=O)n2N)cc1 ?
Jurkat NFkB inh: 8; EBI2 block: 1; CCR6 antagonist: -1; 697 NFkB inh: 7; UBC13 inh: 3; APJ antag: -5; CXCR6 inh: 8; Gli-Sufu block: 1

How did CN(C)S(=O)(=O)c1cccc(COc2cccnc2[N+](=O)[O-])c1 do in these assays?
Jurkat NFkB inh: 8; EBI2 block: -5; CCR6 antagonist: -1; 697 NFkB inh: 16; UBC13 inh: 2; APJ antag: 10; CXCR6 inh: -5; Gli-Sufu block: -14

What do the screens show for `C=CCNC(=S)N/N=C/c1ccc(-c2cccc([N+](=O)[O-])c2)o1`?
Jurkat NFkB inh: -7; EBI2 block: 6; CCR6 antagonist: 18; 697 NFkB inh: 9; UBC13 inh: -11; APJ antag: 9; CXCR6 inh: 3; Gli-Sufu block: -3

What do the screens show for `CC(C#N)(NC(=O)CN1CCN(S(=O)(=O)c2ccccc2C#N)CC1)C1CC1` (centres undefined)?
Jurkat NFkB inh: 3; EBI2 block: 2; CCR6 antagonist: 7; 697 NFkB inh: 1; UBC13 inh: -16; APJ antag: -52; CXCR6 inh: -2; Gli-Sufu block: -28

Random excerpt: two records from the list, in no set order.
How did CCC(OC(=O)CN1C(=O)C(=O)c2ccccc21)C(=O)Nc1ccccc1OC (centres undefined) do in these assays?
Jurkat NFkB inh: -2; EBI2 block: 7; CCR6 antagonist: 17; 697 NFkB inh: 8; UBC13 inh: 2; APJ antag: 6; CXCR6 inh: 6; Gli-Sufu block: -21

What do the screens show for `O=S(=O)(O)c1nc2ccccc2n1Cc1ccc(Cl)cc1`?
Jurkat NFkB inh: 3; EBI2 block: -21; CCR6 antagonist: 8; 697 NFkB inh: 9; UBC13 inh: -1; APJ antag: 5; CXCR6 inh: -2; Gli-Sufu block: -30

More entries follow.
How did O=C(NCC1COc2ccccc2O1)c1ccc(NC(=O)c2ccco2)cc1 (centres undefined) do in these assays?
Jurkat NFkB inh: 7; EBI2 block: -16; CCR6 antagonist: -6; 697 NFkB inh: -5; UBC13 inh: 7; APJ antag: 11; CXCR6 inh: -11; Gli-Sufu block: 2

How did Cc1ccc(SCC(=O)NC(=O)NCc2ccccc2)c(C)c1 do in these assays?
Jurkat NFkB inh: -7; EBI2 block: -4; CCR6 antagonist: 12; 697 NFkB inh: 11; UBC13 inh: 16; APJ antag: 3; CXCR6 inh: -5; Gli-Sufu block: 2

What do the screens show for `COC(=O)c1cc(=O)n(-c2ccc(C(F)(F)F)cc2)[nH]1`?
Jurkat NFkB inh: 1; EBI2 block: -3; CCR6 antagonist: 17; 697 NFkB inh: 10; UBC13 inh: -14; APJ antag: 30; CXCR6 inh: 13; Gli-Sufu block: -2

What do the screens show for `COc1ccc(-c2n[nH]c(=S)n2-c2cc(OC)ccc2OC)cc1`?
Jurkat NFkB inh: -6; EBI2 block: 1; CCR6 antagonist: 2; 697 NFkB inh: -2; UBC13 inh: 3; APJ antag: -10; CXCR6 inh: 13; Gli-Sufu block: 11

What do the screens show for `Cc1ccc(NC(=O)Cc2nnc(SCC(=O)NC3CCCC3)n2C)c(C)c1`?
Jurkat NFkB inh: 8; EBI2 block: -6; CCR6 antagonist: 8; 697 NFkB inh: 14; UBC13 inh: 0; APJ antag: 9; CXCR6 inh: -3

What do the screens show for `COc1ccc(C(=O)Nc2ccc(C3(C#N)CCCC3)cc2)cc1`?
Jurkat NFkB inh: -19; EBI2 block: 21; CCR6 antagonist: 5; 697 NFkB inh: -54; UBC13 inh: 5; APJ antag: 3; CXCR6 inh: 0; Gli-Sufu block: -10

How did O=C1C2C3c4ccccc4C(c4ccccc43)[C@@H]2C(=O)N1c1cccnc1 (some centres undefined) do in these assays?
Jurkat NFkB inh: 10; EBI2 block: 1; CCR6 antagonist: -4; 697 NFkB inh: 19; UBC13 inh: 10; APJ antag: -2; CXCR6 inh: 0; Gli-Sufu block: 5

What do the screens show for `CCN(CC)c1ccc(NC(=O)CSc2nnc(N)s2)cc1C`?
Jurkat NFkB inh: -7; EBI2 block: -14; CCR6 antagonist: -7; 697 NFkB inh: 4; UBC13 inh: 9; APJ antag: 1; CXCR6 inh: 0; Gli-Sufu block: -2

What do the screens show for `Cc1ccccc1NC1=C(C(=O)c2ccccc2)N(C)S(=O)(=O)c2ccccc21`?
Jurkat NFkB inh: 14; EBI2 block: 13; CCR6 antagonist: 12; 697 NFkB inh: -5; UBC13 inh: -15; APJ antag: 22; CXCR6 inh: 13; Gli-Sufu block: 7
